# Source: PubChem
# POLI inh: inhibitors of human DNA polymerase iota. Q9UNA4. Pol iota fluorescent replication assay, 10 min. Potency, µM (top dose mostly 115 µM), for inactives: at the highest dose activity, negative = inhibition, hits mostly inhibitors. 390,000 tested, 1% active. AID 588590; further: potency means the concentration at half of the fitted maximal effect
# Target sequence (Q9UNA4 whole entry, looked up): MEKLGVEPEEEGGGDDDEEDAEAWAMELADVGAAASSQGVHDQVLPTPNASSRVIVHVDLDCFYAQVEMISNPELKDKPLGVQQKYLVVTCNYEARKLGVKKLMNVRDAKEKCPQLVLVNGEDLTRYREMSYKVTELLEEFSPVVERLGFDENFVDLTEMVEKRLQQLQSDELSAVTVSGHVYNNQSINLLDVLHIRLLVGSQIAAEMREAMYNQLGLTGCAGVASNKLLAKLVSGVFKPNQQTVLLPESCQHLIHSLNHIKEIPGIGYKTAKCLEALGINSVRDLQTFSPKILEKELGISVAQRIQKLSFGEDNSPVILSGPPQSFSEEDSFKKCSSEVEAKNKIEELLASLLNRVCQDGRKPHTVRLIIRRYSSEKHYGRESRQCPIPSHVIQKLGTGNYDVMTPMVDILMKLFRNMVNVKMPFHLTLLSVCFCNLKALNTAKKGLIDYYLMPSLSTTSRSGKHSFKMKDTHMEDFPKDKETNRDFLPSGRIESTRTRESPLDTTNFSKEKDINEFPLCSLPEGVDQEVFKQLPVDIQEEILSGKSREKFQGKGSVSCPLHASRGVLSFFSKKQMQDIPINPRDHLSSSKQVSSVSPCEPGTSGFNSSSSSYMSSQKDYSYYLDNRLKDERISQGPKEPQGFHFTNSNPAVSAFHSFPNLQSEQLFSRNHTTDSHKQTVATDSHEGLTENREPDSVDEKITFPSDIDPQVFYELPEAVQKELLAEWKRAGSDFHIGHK
#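 Pol iota at 10 nM preincubated 15 min with compounds at room temperature; reaction started with fluorescent substrate, 50 nM final. Fluorescence read kinetically at 0 and 10 min; buffer-only wells as negative control.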
# LDHA block: inhibitors of human lactate dehydrogenase A; AID 1347041; purified LDHA, NADH/diaphorase-resazurin fluorescence; stronger effect = lower value; activity change, % (values are at about 110 or 230 µM); 480,000 tested, 0.15% active; in the data active means activity change below about -30%; inconclusive means mostly about -25% to -30%;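 further: plate controls were DMSO wells for no effect and wells without enzyme for full effect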
#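 Enzyme activity of human lactate dehydrogenase 5 (2 nM; 0.06 mM NADH, 0.2 mM pyruvate, 5 min, RT) is measured via a resazurin/diaphorase fluorescence readout of residual NADH.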
# POLH inh: inhibitors of human DNA polymerase eta; recombinant Pol eta, fluorescent DNA replication assay; 390,000 tested, 1.2% active; Q9Y253; Potency, µM (series often up to 114 µM), for the others: at the highest dose activity change, negative = inhibition, usual class: inhibitors; further: potency means the concentration at half of the fitted maximal effect; on the % scale 0 is the no-effect control and ±100 the full control effect
#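 Fluorescent replication assay: 50 nM final substrate added after a 15 min room-temperature compound preincubation with 10 nM enzyme. Signal taken at 0 min and again at 10 min.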
# BLM helicase inh: blocks DNA unwinding by human BLM helicase; AID 2528; 350,000 tested, 0.2% active; Potency, µM (highest dose often 56.1 µM), inactives show at the top dose activity change, negative = inhibition, hits mostly inhibitors; recombinant BLM DNA unwinding, fluorescence dequenching;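 further: potency means the concentration at half of the fitted maximal effect; plate controls were vehicle for no effect and no enzyme for full effect; nearly all actives have a fitted effect of over 35% in size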
# POLB inh: DNA polymerase beta (human) inhibition. Pol beta primer extension/strand displacement, fluorescence kinetic. 340,000 tested, 1.3% active. P06746. Potency, µM (series often up to 114 µM), for the others: top-dose activity change, negative = inhibition, actives largely listed as inhibitors; further: potency means the concentration at half of the fitted maximal effect; on the % scale 0 is the no-effect control and ±100 the full control effect
#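 Enzyme-only controls used 10 nM Pol beta; buffer lacking enzyme served as negative control. Compound preincubated 15 min, then 50 nM substrate added; 0 and 10 min reads at room temperature.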
# Glioma ERSR ind: inducers of ER stress response in human glioma cells. U87-MG GRP78 promoter luciferase reporter, 16 h. Potency, µM, inactives show at the top dose activation, usual class: activators. 420,000 tested, 0.02% active. AID 602332; further: potency means the concentration at half of the fitted maximal effect; series mostly up to about 76 µM; % of control where 0% means no effect; nearly all actives have a fitted effect of over 35% in size
#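 Stably transfected U87-MG human glioma cells carrying a GRP78-based luminescent sensor were seeded at 1000 cells/well, pin-dosed with compounds and incubated 16 h. Luciferase reagent was then added, and end-point luminescence was read after 10 min at room temperature.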
# APEX1 inh: blocks human APE1 abasic DNA cleavage; Potency, µM (titrated, usually from 65.8 µM), inactives show top-dose activity change, negative = inhibition, hits mostly inhibitors; 350,000 tested, 0.35% active; P27695; recombinant APE1, TAMRA/BHQ-2 abasic DNA cleavage fluorescence;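 further: potency means the concentration at half of the fitted maximal effect; plate controls were vehicle for no effect and reference inhibitor for full effect; nearly all actives have a fitted effect of over 55% in size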
#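 Step 1: APE1 (0.75 nM) with compound, 15 min RT. Step 2: add 50 nM fluorophore/quencher THF duplex. Step 3: three fluorescence reads 60 s apart (525/598 nm); read 3 minus read 1 = reaction progress.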
# Anesthetic bind: candidate novel general anesthetic via apoferritin binding; P02791; apoferritin/1-aminoanthracene competitive binding, fluorescence; Potency, µM (highest dose often 77.5 µM), for inactives: at the top dose activity change, negative = displacement, usual class: inhibitors; 350,000 tested, 0.074% active; AID 485281; further: potency means the concentration at half of the fitted maximal effect; on the % scale 0 is the no-effect control and ±100 the full control effect; nearly all actives have a fitted effect of over 20% in size
# Target sequence (P02791 2-175 limits assumed): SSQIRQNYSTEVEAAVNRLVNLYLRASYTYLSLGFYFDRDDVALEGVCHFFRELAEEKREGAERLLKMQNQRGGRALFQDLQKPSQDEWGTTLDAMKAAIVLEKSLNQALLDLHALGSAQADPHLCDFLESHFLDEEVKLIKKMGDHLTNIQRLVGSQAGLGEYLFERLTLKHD
#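 Horse-spleen apoferritin (10 uM) was mixed with 50% saturated 1-aminoanthracene in PBS, exposed to compounds for 10 min at room temperature, and read for fluorescence (ex 380 nm, em 535 nm). Competitive displacement was fitted with a four-parameter Hill equation.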
# Pol kappa inh: blocks human DNA polymerase kappa activity | purified Pol kappa, fluorescent DNA synthesis assay, 10 min | Potency, µM (series often up to 107 µM), for the others: at the highest dose activity, negative = inhibition, hits mostly inhibitors | 400,000 tested, 0.53% active | AID 588579; further: potency means the concentration at half of the fitted maximal effect; on the % scale 0 is the no-effect control and ±100 the full control effect
#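 Inhibition of 10 nM Pol kappa is measured by a fluorescent read-out at 0 and 10 min following addition of 50 nM substrate (final), with a 15-min room-temperature compound preincubation.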
# * marks the source's active call; other numbers are inactive results; ? = inconclusive; · = not tested or not shown; & = joins results of further samples; [ ] = remark or other dose. Unless noted, the call rests on the fitted dose curve; in most records, active means well fitted curve in the direction sought with a large enough effect; inconclusive means small, poorly fitted or top-dose-only effect, or another doubt; inactive means no such curve, though single readings can be large; an effect the other way counts as inactive or inconclusive.
cpd	SMILES	POLI inh	LDHA block	POLH inh	BLM helicase inh	POLB inh
1	Cc1ccccc1-n1cc(CNCc2c(C(=O)N(C)C)nc3ccc(Cl)cn23)cn1	12.2%	2.2	-14.5%	-3.7%	0.2%
2	O=C(N/N=C/c1sc(N2CCOCC2)nc1-c1ccccc1)c1ccccc1Cl	53.5%[activator]	-5.1	8.3%	-2.3%	-1.6%
3	Cc1ccc(C2CC(C(F)(F)F)n3nc(C(=O)NCc4ccco4)cc3N2)cc1 (stereo not given)	-0.6%	0.0	-5.6%	-4.1%	1.1%
4	Cc1c(C(=O)O)oc2c1C(O)CCC2 (stereo not given)	10.8%	0.8	-18.9%	-0.9%	41.1%
5	O=C(NCc1cccnc1)C(=O)NC1CCCCC1	-10.7%	-7.5	-9.9%	-0.9%	2.3%
6	COc1cc(OC)cc(C(=O)Nc2cc(-c3nc4ccccc4s3)ccc2OC)c1	4.3%	-4.3	-2.3%	-5.1%	-2.9%
7	Cc1cc(NC(=O)Cn2c(=O)oc3cc(S(=O)(=O)N4CCCC4)ccc32)ccc1Br	-2.7%	-15.2	-20.5%	-6.0%	12.6µM*
8	O=C(Nc1cccnc1)c1ccc2c(c1)C(=O)N(Cc1cccnc1)C2=O	6.7%[58.9 µM]	2.5	-9.1%	0.0%	9.3%
9	Cc1ccc2c(c1)NC(=O)[C@@]1(C)[C@@H](c3ccccc3)[C@H]3COc4ccccc4[C@@H]3N1C2=O	22.2%	-0.5	-17.4%	·	·
10	O=C(O)c1ccc2c(c1)OCCOCCOCCOCCOCCO2	-4.6%	-0.5	-8.2%	-1.3%	10.8%
11	CCN(CC)CCN(C)c1ccc(N2C(=O)C3CC=CCC3C2=O)cc1[N+](=O)[O-] (stereo not given)	36.9%[activator]	-7.1	-19.3%	-1.2%	8.6%
12	CC(OC(=O)Cc1c(F)cccc1Cl)C(=O)NC1(C#N)CCCCC1 (stereo not given)	20.7%	-1.7	-5.1%	·	·

cpd	Glioma ERSR ind	APEX1 inh	Anesthetic bind	Pol kappa inh
1	1.4%	3.0%	-4.8%	5.6%
2	-4.2%	22.5%	-1.1%	-12.8%
3	-2.6%	6.6%	-15.8%	-7.1%
4	-6.3%	-1.7%	-11.9%	-2.3%
5	1.0%	5.7%	-22.7%	-2.7%
6	-1.4%	·	-9.0%	-9.8%
7	-5.4%	·	-1.3%	1.9%[60.1 µM]
8	-4.8%	9.8%	-9.4%	-7.9%
9	-3.4%	-7.9%	·	-3.9%
10	-6.4%	3.0%	-5.7%	20.5%
11	-2.9%	3.8%	?	-0.7%
12	-2.5%	15.3%	·	-7.5%

# Later entries.
cpd	SMILES	POLI inh	LDHA block	POLH inh	BLM helicase inh	POLB inh
13	COc1cccc(Cn2c(=O)c(C)nc3cnc(Nc4ccccc4)nc32)c1	·	·	·	-2.0%	·
14	CNc1nnc(-c2ccc(C)cc2)c2ccccc12	?	-6.1	-2.1%	-2.6%	5.1%
15	c1ccc2nc(C3=NCCN3)cnc2c1	·	·	·	-15.7%	·
16	CC(=O)c1ccc(NC(=O)CCC(=O)N2CC(C)Oc3ccc(C)cc32)cc1 (stereo not given)	-14.2%	-2.0	6.5%	0.9%	-5.5%
17	Cc1cccc(C(=O)N2CCc3cc(CNS(=O)(=O)c4cccs4)ccc32)c1	22.5%	-8.4	-12.1%	-7.6%	-12.4%
18	CCCC(=O)N(CC(=O)Nc1sc(C)c(C)c1C(N)=O)Cc1ccccc1	-1.9%	-3.0	-5.7%	-6.0%	-1.2%
19	COC(=O)C1C2CC3c4[nH]c5cc(OC)ccc5c4CCN3CC2CC(OC(=O)c2cc(OC)c(OC)c(OC)c2)C1OC (stereo not given)	·	·	·	-15.9%&-10.7%	·
20	CCCCNC(=S)NNC(=O)C12CC3CC(CC(C3)C1)C2	29.0%	0.7	-9.8%	-2.7%	17.1%
21	CCN1CCN(S(=O)(=O)c2ccc(Cl)c(C(=O)NC3CCCC3)c2)CC1	19.3%	-13.4	-13.3%	·	·
22	O=C(Cc1ccc(Cl)cc1)Nc1cccc2ncccc12	7.9%	-7.2	-3.5%	-2.7%	-0.9%
23	CCOc1ccccc1NC(=O)C(OC(=O)c1ccc(O)cc1)c1ccccc1 (stereo not given)	-13.6%	0.6	?	-14.6%	-26.7%
24	COCc1cc(=O)[nH]c(Nc2nc3ccc(C)cc3o2)n1	0.0%	1.1	-18.1%	-1.2%	14.7%

cpd	Glioma ERSR ind	APEX1 inh	Anesthetic bind	Pol kappa inh
13	-1.7%	-0.2%	·	7.6%[60.1 µM]
14	-2.3%	-2.4%	-12.9%	-16.5%
15	-5.0%	-4.2%	·	-4.1%[19.4 µM]
16	-0.6%	-18.5%	-17.0%	-17.6%
17	3.8%	·	-12.1%	-3.6%[60.1 µM]
18	-3.9%	-3.5%	-5.1%	-13.1%
19	-8.9%&-5.4%	?	·	-10.7%[60.1 µM]
20	-0.8%	4.6%	-12.7%	-8.5%
21	-2.9%	26.4%	·	-0.4%
22	-2.2%	-3.2%	-9.8%	-7.1%
23	-4.0%	-0.7%	-8.9%	-7.2%
24	?	8.6%	-5.8%	-7.0%

# An excerpt from above in order of their number in POLI inh, smallest number first.
no. | Structure | POLI inh | LDHA block | POLH inh | BLM helicase inh | POLB inh | APEX1 inh | Anesthetic bind | Pol kappa inh
16 | CC(=O)c1ccc(NC(=O)CCC(=O)N2CC(C)Oc3ccc(C)cc32)cc1 (stereo not given) | -14.2% | -2.0 | 6.5% | 0.9% | -5.5% | -18.5% | -17.0% | -17.6%
18 | CCCC(=O)N(CC(=O)Nc1sc(C)c(C)c1C(N)=O)Cc1ccccc1 | -1.9% | -3.0 | -5.7% | -6.0% | -1.2% | -3.5% | -5.1% | -13.1%
17 | Cc1cccc(C(=O)N2CCc3cc(CNS(=O)(=O)c4cccs4)ccc32)c1 | 22.5% | -8.4 | -12.1% | -7.6% | -12.4% | · | -12.1% | -3.6%[60.1 µM]

# (next part)
cpd	SMILES	POLI inh	LDHA block	POLH inh	BLM helicase inh	POLB inh
25	Cc1ccc(NC(=O)c2c(C)oc3ccc(O)c(CN4CCOCC4)c23)cc1	-22.5%	-4.3	-10.3%	-1.6%	-1.4%
26	Nn1c(SC/C=C/c2ccccc2)nnc1-c1ccncc1	5.6%	-12.4	-8.7%	-7.7%	28.0%
27	CCN(CC)c1ccc(/C=C2/C(=O)c3ccc(C(=O)O)cc3C2=O)cc1	17.8µM*	24.0	3.55µM*	-7.3%	?
28	COc1nc(Nc2ccc3c(c2)OCO3)nc(OC)n1	?	-5.7	-18.1%	2.7%	27.1%
29	Cc1oc(-c2cccc(F)c2)nc1CN(Cc1ccccc1)C[C@@H]1CCC(=O)N1	34.1%[activator]	-1.3	-6.2%	-4.2%	?
30	Cc1ccccc1NC(=O)c1sc2nc(-c3ccncc3)ccc2c1N	-12.7%	0.4	-19.7%	-15.3%	?
31	NNC(=O)c1cccc(COCC(F)(F)C(F)F)c1	172.1%[activator]	-7.5	5.2%	-7.0%	-0.9%
32	COC(=O)c1ccc(NC(=O)C2(S(=O)(=O)c3ccc(C)cc3)CC2)cc1	29.5%	1.5	-15.3%	-2.0%	5.8%
33	CCOc1ccc(CCNC(=O)COC(=O)c2ccc[nH]c2=O)cc1OCC	35.0%[activator]	-2.4	-24.9%	·	·
34	CCOc1ccc(NC(=O)c2sc3nc(-c4ccc(OC)cc4)cn3c2C)cc1	-8.8%	-11.0	-9.2%	1.4%	22.4%
35	CCC1CN(C(=O)Nc2cc(C)ccc2OC)c2cc(Cl)ccc2O1 (stereo not given)	1.4%	12.4	-17.5%	-3.0%	1.6%
36	Cc1ccc2c(=O)c3cccc(CC(=O)O)c3oc2c1C	·	·	·	-5.2%	·

cpd	Glioma ERSR ind	APEX1 inh	Anesthetic bind	Pol kappa inh
25	0.6%	·	-0.8%	-10.8%
26	-2.9%	-2.8%	0.4%	-6.8%
27	10.7%	?	1.1%	79.4µM*
28	2.8%	-0.1%	-3.5%	-7.1%
29	-4.1%	-1.5%	-11.1%	-14.1%
30	·	·	1.9%	-16.1%
31	-0.8%	-1.0%	-21.7%	6.7%
32	-0.6%	·	25.8%	1.7%
33	-5.3%	2.9%	·	5.6%
34	-1.0%	·	-10.0%	-5.7%[60.1 µM]
35	-3.2%	·	?	-15.4%
36	0.1%	4.0%	6.4%	-1.7%[60.1 µM]

# Going on with the list:
cpd	SMILES	POLI inh	LDHA block	POLH inh	BLM helicase inh	POLB inh
37	CCN(CC)c1ccc(/C=N/N2CCN(c3ccccn3)CC2)cc1	162.3%[activator]	-2.6	-15.6%	-9.5%	?
38	CCCC(=O)Nc1c(-c2ccc(C)cc2)c(=O)c2ccccc2n1C	-3.6%	0.5	-8.2%	-4.9%	?
39	CN(CC(=O)Nc1ccc(C#N)cc1)CC(=O)Nc1ccc(N2CCOCC2)cc1	1.0%	-9.0	-14.4%	2.4%	0.6%[57.1 µM]
40	CC(C)C(=O)Nc1ccc(-c2nc3cccnc3o2)cc1	25.8%	-3.0	-17.6%	-1.8%	-7.5%
41	C=CCn1c(SCC(=O)NCC2CCCO2)nc2sc(C)c(C)c2c1=O (stereo not given)	22.8%	0.4	-16.8%	-0.8%	14.2%
42	COc1ccc(-c2nnn3c2nc(NCc2ccc(C)cc2)c2ccccc23)cc1	59.7%[activator]	-6.3	-11.1%	-6.6%	27.7%
43	O=C(CCS(=O)(=O)Cc1ccccc1F)NCCCN1CCCCC1	0.9%	-4.5	-7.9%	-5.6%	1.3%
44	Fc1ccc(-n2nnc(-c3ccccc3Cl)n2)cc1	44.7%[activator]	-1.9	-4.8%	1.1%	30.4%
45	C/C(=N\Oc1cccc(F)n1)c1ccc(Cl)cc1Cl	20.9%	2.5	-8.4%	-4.9%	-26.9%

cpd	Glioma ERSR ind	APEX1 inh	Anesthetic bind	Pol kappa inh
37	-2.6%	2.7%	-1.0%	1.5%
38	-0.9%	40.9%	21.2%	2.3%
39	-5.5%	-2.6%	-9.8%	-9.0%
40	-8.2%	3.2%	-2.0%	3.5%
41	?	8.4%	-9.5%	11.6%
42	-1.4%	·	0.8%	-17.5%
43	-2.8%	-8.3%	-6.4%	-7.3%
44	-4.0%	15.3%	-10.5%	0.2%
45	3.1%	-5.2%	-15.2%	3.8%

# An excerpt; count on the stated rates, not on these rows.
